# Screens as filed in PubChem.
# PI5P4Ka inh = inhibitors of human PI5P4K alpha | P48426 | PI5P4Kalpha enzyme, ADP-Glo luminescence, 60 min; active compounds read low | max response, % | 330,000 tested, 1.2% active | AID 652105; active = max response of -50% or lower; inconclusive = between -30% and -50%; inactive = -30% or higher; also: value at the top dose of about 77 µM; % is scaled to controls: 0 for no effect and ±100 for the full control effect
#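 Quantitative HTS of the MLSMR library against PI5P4Kalpha with substrate. ATP added last at 5 microM final; room temperature, 60 minutes. Remaining ATP depleted, ADP converted and read as luminescence.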
# EPAC1 antag = EPAC1 (human) antagonism. Potency, µM (top dose mostly 115 µM), for the others: top-dose activity change, negative = inhibition, most hits filed as inhibitors. O95398. EPAC1 GEF assay, Rap1b-BODIPY-GDP exchange fluorescence. 360,000 tested, 0.14% active;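 also: potency is read from the fitted curve at half-maximal effect; plate controls were vehicle for no effect and positive control for full effect; nearly all actives have a fitted effect of over 50% in size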
# Target sequence (O95398 whole entry, looked up): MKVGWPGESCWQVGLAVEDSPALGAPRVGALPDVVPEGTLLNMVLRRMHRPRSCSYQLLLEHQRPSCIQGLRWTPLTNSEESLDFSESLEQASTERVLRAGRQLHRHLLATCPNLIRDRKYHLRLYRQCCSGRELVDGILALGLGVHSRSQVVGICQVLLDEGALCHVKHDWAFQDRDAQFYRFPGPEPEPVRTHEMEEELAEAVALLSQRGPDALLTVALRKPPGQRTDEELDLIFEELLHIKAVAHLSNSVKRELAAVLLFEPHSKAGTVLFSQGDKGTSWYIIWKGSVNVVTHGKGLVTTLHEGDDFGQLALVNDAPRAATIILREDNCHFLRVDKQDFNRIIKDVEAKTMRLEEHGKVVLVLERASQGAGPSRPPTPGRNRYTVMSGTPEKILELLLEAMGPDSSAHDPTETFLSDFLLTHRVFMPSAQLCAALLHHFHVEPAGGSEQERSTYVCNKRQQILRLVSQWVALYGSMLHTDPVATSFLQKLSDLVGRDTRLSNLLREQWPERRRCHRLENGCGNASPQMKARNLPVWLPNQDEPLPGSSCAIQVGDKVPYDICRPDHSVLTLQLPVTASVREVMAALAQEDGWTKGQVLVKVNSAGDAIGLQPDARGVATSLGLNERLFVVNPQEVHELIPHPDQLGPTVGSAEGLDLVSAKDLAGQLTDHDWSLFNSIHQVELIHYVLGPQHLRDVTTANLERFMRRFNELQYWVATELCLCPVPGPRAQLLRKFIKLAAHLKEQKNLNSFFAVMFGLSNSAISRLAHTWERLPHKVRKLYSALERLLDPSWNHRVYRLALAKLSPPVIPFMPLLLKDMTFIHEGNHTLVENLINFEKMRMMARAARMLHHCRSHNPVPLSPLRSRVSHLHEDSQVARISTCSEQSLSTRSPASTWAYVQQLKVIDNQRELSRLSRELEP
# EPAC1 agonist = agonists of human EPAC1; O95398; EPAC1 agonist qHTS, biochemical assay; response scale: 100% = response to 6.5 mM cAMP; Potency, µM (doses to about 154 µM), inactives show at the highest dose activation, hits mostly activators; 360,000 tested, 0.073% active; AID 720707; also: potency is read from the fitted curve at half-maximal effect; nearly all actives have a fitted effect of over 60% in size
#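 Normalized to 6.5 mM cAMP, activity reflects EPAC1-catalysed release of BODIPY-GDP from Rap1B, followed kinetically over 30 min at 480 nm excitation, 540 nm emission. Reaction contained 100 nM EPAC1, 250 nM Rap1B-BODIPY-GDP, 50 uM GDP.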
# Mm-Cpn inhibitor = inhibitors of Methanococcus maripaludis chaperonin (MmCpn) | purified Mm-Cpn ATPase, ADP Transcreener TR-FRET | Potency, µM (highest dose often 76.9 µM), for the others: at the top dose activity, negative = inhibition, actives largely listed as inhibitors | 330,000 tested, 0.031% active | AID 504842; also: potency is read from the fitted curve at half-maximal effect; % is scaled to controls: 0 for no effect and ±100 for the full control effect; nearly all actives have a fitted effect of over 80% in size
#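 Eu-cryptate anti-ADP/ADP-d2 competition gives a ratio inversely related to ADP. Enzyme at 25 nM was pre-exposed to compound for 10 min, then given 10 uM ATP for 30 min, 37°C throughout.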
# PLK1 PBD inh = PLK1 (human) polo-box domain binding inhibition | P53350 | 360,000 tested, 2.8% active | Plk1 PBD binding of FITC phosphopeptide, fluorescence polarization | Potency, µM, without a hit: max response, negative = inhibition, most hits filed as inhibitors; also: potency is read from the fitted curve at half-maximal effect; series mostly up to about 57 µM; % is scaled to controls: 0 for no effect and ±100 for the full control effect; nearly all actives have a fitted effect of over 65% in size
# EPAC2 antagonist = antagonists of human EPAC2; EPAC2 GEF exchange of Rap1B-BODIPY-GDP, fluorescence; Q8WZA2; AID 720708; 360,000 tested, 0.18% active; Potency, µM (top dose mostly 114 µM), inactives show at the highest dose activity, negative = inhibition, most hits filed as inhibitors; also: potency is read from the fitted curve at half-maximal effect; % is scaled to controls: 0 for no effect and ±100 for the full control effect; nearly all actives have a fitted effect of over 45% in size; many of its hits are not listed in these tables
# WRN inhibitor = inhibitors of human WRN helicase. Q14191. WRN helicase unwinding, fluorescent forked duplex, kinetic. AID 651768. 360,000 tested, 0.46% active. Potency, µM (doses to about 114 µM), for the others: at the highest dose activity change, negative = inhibition, actives largely listed as inhibitors; also: potency is read from the fitted curve at half-maximal effect; % is scaled to controls: 0 for no effect and ±100 for the full control effect; nearly all actives have a fitted effect of over 55% in size
#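 Primary qHTS, 1536-well format. 20 nM WRN + compound, 15 min RT; start with 100 nM forked fluorophore/quencher duplex, 2 mM ATP (final); kinetic read ex 525/em 598 nm.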
# CCT modulator = cytosolic chaperonin activity modulation | activity change, % (test concentration not listed), hits read low | AID 651819 | purified chaperonin ATPase assay, HTRF ADP detection, 30 min | 360,000 tested, 0.3% active; in the data active = activity change below about -30%; also: % is scaled to controls: 0 for no effect and ±100 for the full control effect
#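 First, chaperonin was dispensed at 40 nM or 20 nM final depending on batch activity. Next, compounds were pinned at 76 uM and ATP added at 10 uM. After 30 min at 37 °C, ADP detection reagents ran 30 min at ambient temperature.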
# * = called active by the depositor; ? = inconclusive; . = not tested or not shown; & = joins results of further samples; [ ] = dose if it differs, or a comment. Unless noted, calls follow the shape of the dose curve; as a rule, active = well fitted curve in the direction sought with a large enough effect; inconclusive = small, poorly fitted or top-dose-only effect, or another doubt; inactive = no such curve, though single readings can be large; an effect the other way counts as inactive or inconclusive. An excerpt, so the mix of outcomes need not match the whole.
item	canonical_smiles	CCT modulator	PI5P4Ka inh	Mm-Cpn inhibitor	EPAC1 antag	WRN inhibitor	PLK1 PBD inh	EPAC1 agonist	EPAC2 antagonist
1	CC(=O)c1ccc(N2CCN(c3ccccc3O)CC2)c([N+](=O)[O-])c1	-1.5	-16.7	-0.9%	-0.9%	-28.3%	-6.4%	8.7%	-13.6%
2	CC1(OC(=O)C2CCCC2)C(=O)C=C2C=C(c3ccsc3)N(CCc3ccccn3)C=C2C1=O (centres undefined)	-0.8	-7.3	-2.4%	-20.9%	4.5%	-16.5%	-13.6%	-3.0%
3	CC1=C(OC(=O)c2ccc(Br)cc2)C(C)(C)C(c2ccccc2)OC1=O (centres undefined)	0.4	9.8	-0.3%	-3.7%	-4.4%	-0.7%	-0.5%	0.1%
4	CCOC(=O)C1=C(c2ccccc2)OC(N)=C(C#N)C1C1CCCCC1 (centres undefined)	-2.9	-4.0	0.5%	-19.1%	-11.2%	-2.4%	-5.4%	-6.4%
5	COc1cccc(NC(=O)CN2C(=O)NC(C)(c3ccc(C)cc3)C2=O)c1 (centres undefined)	-0.5	-9.6	0.5%	5.7%	-5.7%	-7.9%	4.4%	-0.4%
6	CNc1nc(Cl)c(SC)c(NC2CCCCC2)n1	2.2	8.4	0.6%	-2.0%	-17.7%	-2.5%	-1.4%	-7.4%
7	Cc1nnsc1S(=O)(=O)Cc1ccccc1Cl	-2.2	.	-0.1%	0.0%	6.1%	-7.2%	13.9%	-3.2%
8	CC(Sc1nnc2n1CCCCC2)C(=O)Nc1ccc(S(N)(=O)=O)cc1 (centres undefined)	-0.9	-6.4	-2.2%	0.9%	0.3%	-12.1%	-56.2%[inhibitor]	6.1%
9	COc1ccc2c(C)nc(Nc3nc(C)cc(C)n3)nc2c1	-0.3	.	-1.8%	-1.6%	-10.4%	-5.0%	7.9%	-1.6%
10	Cc1ccc(Cc2c(C)[nH]c(=S)[nH]c2=O)cc1	0.0	-7.7	0.6%	-15.4%	-31.4%	-15.8%	6.6%	-1.5%
11	CCCOc1ccc(N2C(=O)CC(N(Cc3ccccc3)N=O)C2=O)cc1 (centres undefined)	-4.0	-6.9	1.1%	-12.3%	-34.7%	-12.3%	3.1%	-3.8%
12	COc1ccccc1NC(=O)c1ccc2[nH]c(C)c(C)c2c1	0.3	-11.6	-0.7%	-3.7%	-6.0%	1.3%	-1.3%	0.0%
13	O=C(C1CCC1)N1CCN(S(=O)(=O)c2ccc([N+](=O)[O-])cc2)CC1	1.7	1.6	0.1%	-1.5%	10.9%	3.4%	5.0%	6.3%
14	CCOn1c(=O)c(=O)n(OCc2ccccc2)c2ccccc21	-0.8	1.8	-1.9%	1.2%	-9.9%	-1.6%	-1.4%	4.8%
15	CCOC(=O)N1CCN(C(=O)CSc2nnc(-c3cccs3)o2)CC1	0.4	4.2	-0.5%	5.3%	-5.6%	-4.2%	0.5%	6.4%

# Screen by screen, quoted from above.
# EPAC1 antag, compounds 6 to 9: -2.0%, 0.0%, 0.9%, -1.6%
# WRN inhibitor, compounds 6 to 9: -17.7%, 6.1%, 0.3%, -10.4%

# Other entries follow.
item	canonical_smiles	CCT modulator	PI5P4Ka inh	Mm-Cpn inhibitor	EPAC1 antag	WRN inhibitor	PLK1 PBD inh	EPAC1 agonist	EPAC2 antagonist
16	O=C(Nc1ccc2nc3n(c(=O)c2c1)CCCC3)c1ccccc1F	-3.2	0.9	0.9%	-5.3%	-2.3%	-2.3%	1.3%	1.3%
17	O=C(CSc1ccccc1)NC1=NCCS1	1.3	8.1	0.9%	4.3%	-2.6%	-4.3%	2.8%	1.3%
18	COCCn1c(C)cc(/C=C2/SC(=O)N(C(C)C(=O)OC)C2=O)c1C (centres undefined)	-1.6	3.2	-3.8%	-0.7%	-0.9%	-4.5%	10.7%	-18.1%
19	Cc1ccc(NC(=O)c2ccc3c(c2)C(=O)N(CC2CCCO2)C3=O)cc1C (centres undefined)	-0.9	-0.3	3.3%	-25.0%	4.3%	-4.9%	5.3%	-6.5%
20	O=C(N/N=C/c1c(F)cccc1Cl)C1CC1	-3.3	-1.5	-0.4%	-4.3%	5.7%	0.6%	7.8%	1.0%
21	Cc1cccc(C)c1NC(=O)c1ccc(-n2cncn2)nc1	-1.1	3.9	-0.6%	0.0%	-0.9%	-5.7%	0.0%	-1.6%
22	CC(=O)N1C(C(=O)O)CSC1c1ccc(C)cc1 (centres undefined)	-1.9	-9.8	0.3%	-11.9%	6.1%	-1.4%	-5.5%	17.1%
23	CCOC(=O)c1c(NC(=O)CSc2nc3ccc(C)cc3[nH]2)sc2c1CC(C)(C)NC2(C)C	-2.3	-0.7	-0.6%	-3.3%	-11.1%	-2.8%	?	-17.1%
24	CCn1cc(C(=O)O)c(=O)c2cc(F)c(N3CCN(C(=O)Nc4ccccc4)CC3)cc21	0.1	.	0.2%	24.3%	3.6%	-7.0%	-0.3%	15.8%
25	CC(CCc1ccccc1)NC(=O)CSc1ccccn1 (centres undefined)	-1.9	9.5	-0.4%	10.2%	6.2%	-10.8%	6.6%	-12.1%
26	NNC(=O)Nc1cccc(C(F)(F)F)c1	1.6	4.1	4.5%	-9.5%	-12.1%	-2.5%	-15.2%	31.0%[activator]
27	Clc1ccc(-c2nnc(CSc3nnc(-c4cccs4)n3Cc3ccccc3)o2)cc1	-1.7	?	0.2%	-11.3%	-0.5%	-14.1%	2.3%	-25.2%
28	COC(=O)c1cccc(C23CC4(C2)[C@H](CN(Cc2ccc(-c5ccccc5)cc2)[C@@H]4c2ccccc2)C3c2ccccc2)c1 (some centres undefined)	-0.9	-3.2	-1.1%	-8.6%	-3.1%	-2.8%&-8.1%	-6.0%	5.7%
29	CCC(Cc1ccccc1)NC(=O)C1CCCCC1 (centres undefined)	1.4	1.3	-0.2%	1.3%	6.7%	-13.5%	-7.3%	11.9%
30	COc1ccc(N(C)C(=O)CC2(CC(=O)O)CCCCC2)cc1	-0.8	3.4	-1.7%	9.7%	-0.4%	-9.4%	0.7%	2.4%[57.1 µM]
31	C[C@H](NC(=O)C1CCN(S(=O)(=O)c2ccccc2)CC1)C(=O)NC1CC1	0.1	6.8	.	2.4%	-10.9%	3.8%	-6.6%	-5.4%
32	Cc1csc(NC(=O)c2ccc(Cl)cc2[N+](=O)[O-])n1	-1.7	-10.3	0.3%	1.4%	-1.2%	?	11.1%	-10.1%
33	CN(c1ccc(O)cc1)c1nc(-c2cccs2)cs1	-1.1	12.0	-3.4%	-19.2%	-11.0%	-11.6%	6.2%	?
34	COc1cc2c(cc1NC(=O)CSc1nnc(Cc3cccs3)n1C)oc1ccccc12	-2.0	4.9	1.0%	-16.3%	-12.4%	-6.8%	5.2%	-5.0%[57.1 µM]
35	COc1ccc(OC)c(/C=N/NC(=O)C(=O)N2CCCC2)c1	4.8	4.0	-0.5%	4.4%	-6.5%	-2.4%	-5.6%	11.7%
36	O=C(NC(Cc1c[nH]c2ccccc12)c1nnc2n1CCCCC2)c1ccccc1Cl (centres undefined)	-0.1	.	1.4%	1.8%	1.7%	0.8%	0.9%	2.3%
37	Cc1ccc(CN(C)C(=O)c2cccc(S(=O)(=O)N3CCCC3)c2)o1	1.0	-2.1	-0.1%	-13.8%	7.9%	-15.4%	2.8%	-2.5%
38	Cc1ccccc1N1CC(C(=O)Nc2ccc(S(=O)(=O)N3CCOCC3)cc2)CC1=O (centres undefined)	-2.3	-0.7	0.2%	2.3%	10.6%	-10.8%	7.0%	-3.9%
39	CCc1nc(SCc2ccc(Br)cc2)n[nH]1	-0.7	2.4	-0.1%	-1.1%	0.5%	1.8%	5.8%	-7.5%
40	COc1cccc(C(=Cc2ccc([N+](=O)[O-])cc2)C(=O)O)c1	-2.3	1.3	.	10.5%	-1.4%	-1.6%	-0.8%	-6.4%
41	CCc1ccc(/C(C)=N/Nc2cc(Cl)nc(C)n2)cc1	1.3	.	1.4%	-1.1%	-5.6%	-11.3%	18.1%	-2.8%
42	Cc1cc(C)nc(/N=C(\N)Nc2ccc(OCCC(C)C)cc2)n1	1.1	0.9	-2.5%	12.4%	23.9%	-3.7%	-3.3%	2.5%
43	CC(OC(=O)CCc1nc2ccccc2c(=O)[nH]1)C(=O)c1ccc(C(C)(C)C)cc1 (centres undefined)	-3.4	-14.3	-0.7%	?	-5.5%	-17.2%	-13.4%	-1.3%
44	OCCN1CCN(C(=S)Nc2ccccc2)CC1	-3.6	-6.8	0.5%	-5.3%	13.6%	-0.5%	-5.6%	2.3%
45	CCc1ccccc1N1C(=O)[C@@H]2Cc3ccccc3CN2C1=O	0.1	1.2	-3.0%	4.0%	3.4%	2.7%	11.4%	-22.0%
46	CC(C)CC1(C)NC(=O)N(CC(=O)N2C(C)CCCC2C)C1=O (centres undefined)	0.4	4.0	-0.2%	-5.1%	-4.9%	-12.2%	4.9%	7.5%
47	COc1cc(/C=C/C(=O)OCC(=O)N2CCCCCC2)ccc1OCC#N	-1.1	8.6	-5.4%	-20.5%	1.2%	-21.7%	-2.9%	7.8%
48	CC(C)c1c(C(=O)N/N=C/c2cccs2)nnn1-c1nonc1N	-1.0	-10.8	0.1%	9.2%	-3.1%	-3.0%	2.0%	0.9%
49	Cc1ccc(S(=O)(=O)Nc2ccc3ncccc3c2)cc1	0.2	.	-1.4%	-0.2%	-15.3%	3.5%	1.2%	1.9%
50	CN1CCN(C(=S)c2cn(Cc3cccc(F)c3)c3ccccc23)CC1	1.0	-1.3	-1.0%	?	-8.9%	-7.3%	3.1%	-8.8%
51	COc1ccc(NC(=O)C2(S(=O)(=O)c3ccc(C)cc3)CC2)cc1OC	-0.7	2.7	-0.1%	0.0%	6.3%	-11.4%	11.1%	1.8%
52	CCC(C)(C)NC(=O)C(c1ccc(OC)cc1)N(C(=O)CCC(=O)Nc1cc(C)on1)c1cccc(F)c1 (centres undefined)	1.8	14.1	-0.4%	-32.0%	-1.4%	-5.1%	-13.2%	-16.3%
53	O=C(COc1ccc(Cl)cc1Cl)NCC(=O)N/N=C/c1c[nH]c2ccccc12	1.0	-17.5	-0.8%	-1.4%	-2.4%	-11.1%	7.9%	-0.9%

# Copied from the list.
# `CN1CCN(C(=S)c2cn(Cc3cccc(F)c3)c3ccccc23)CC1` – WRN inhibitor = -8.9%
# `CCOC(=O)N1CCN(C(=O)CSc2nnc(-c3cccs3)o2)CC1` – PLK1 PBD inh = -4.2%
# `Cc1csc(NC(=O)c2ccc(Cl)cc2[N+](=O)[O-])n1` – PI5P4Ka inh = -10.3
